NALP1 yeast inh = NALP1 inhibition; S. cerevisiae NALP1/ASC/caspase-1 growth, X-gal OD620, 72 h; AID 2071; 280,000 compounds, 0.61% hits; inhibition, % at 10 µM; in the data active means inhibition mostly above about 24%, no sharp cut-off; inactive means mostly below about 32%; further: some compounds called inactive have numbers as strong as hits
SUMO HTRF inh = inhibitors of human SUMOylation (UBC9); HTRF SUMOylation assay, SAE1/SAE2 + UBC9, in vitro; P63279; inhibition, % at 35 µM; 290,000 compounds, 0.36% hits; AID 2006; in the data active means inhibition above about 50%, passing the limit was not always enough; further: strong numbers were not always called active
Target sequence (P63279 whole entry, looked up): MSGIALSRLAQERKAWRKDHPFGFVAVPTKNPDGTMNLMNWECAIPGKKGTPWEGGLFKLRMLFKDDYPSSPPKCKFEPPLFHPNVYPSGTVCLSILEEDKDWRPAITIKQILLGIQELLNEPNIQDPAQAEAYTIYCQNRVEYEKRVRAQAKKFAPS
MEKK2mut PB1 HTS = signal of MEK5 binding to mutant human MEKK2 PB1 domain. bead flow cytometry, Alexa488-MEK5 binding to MEKK2 mutant. percent response, % at 10 µM. 290,000 compounds, 0.35% hits. AID 1530; in the data active means percent response above about 24%, passing the limit was not always enough; further: inactives centre near 1; some results filed as inactive read as strong as hits; reference of the scale not given here
IDE act = boosts human insulin-degrading enzyme activity in HEK cells; AID 493087; activation, % at 5.96 µM; 340,000 compounds, 0.073% hits; FAbeta-B cleavage, fluorescence polarization; 0% vehicle, 100% cell-free pure enzyme wells;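 active means activation above the mean of all tested compounds plus 3 SD, set per screening campaign, cut at about 17% in these data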
MEKK2wt PB1 HTS = raises or lowers MEK5 binding to wildtype human MEKK2 PB1 domain; Q9Y2U5; bead flow cytometry, Alexa488-MEK5 binding to MEKK2 WT; actives lie on both sides; binding response (% of control), % at 10 µM; 290,000 compounds, 1.1% hits; in the data active means binding response below about 67% or above about 130%
M18AAP inhibitor = PfM18AAP enzyme inhibition. recombinant PfM18AAP, H-Glu-NHMec fluorogenic cleavage. inhibition, % at 7.35 µM. 290,000 compounds, 1.2% hits;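 active means inhibition above the campaign mean inhibition over all tested compounds plus 3 SD, cut at about 28% in these data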;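 further: 0% = plate median of test compound wells and 100% = 2 mM ZnCl2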
p-CIP stab down = p/CIP protein destabilization. Q05BA5. F442A p/CIP-EGFP cells, EGFP fluorescence, 16 h. decrease of EGFP signal, % at 10 µM. 290,000 compounds, 0.01% hits. AID 1984;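 active means EGFP signal decrease of at least 30% at 10 µM or well 3 SD below plate mean, unless failing retest; inactive means the rest, including hits failing retest or dose response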; further: some compounds called inactive have numbers as strong as hits; many of its hits are not listed in these tables
IDE cell inh = cellular human IDE inhibition. P14735. HEK cells, FAbetaB cleavage, fluorescence polarization. 320,000 compounds, 0.41% hits. inhibition, % at 5.59 µM;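 active means percent inhibition above the average of all tested compounds plus 3 SD, set per screening campaign, cut at about 16% in these data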;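 further: IDE supplied by intact live HEK cells; FP after avidin binding of uncleaved biotin substrate so inhibition keeps polarization high; 0% = DMSO wells and 100% = 60 µM reference IDE inhibitor Ii1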
MEKK3 PB1 HTS = MEKK3-MEK5 PB1 interaction, increase or decrease; Q99759; bead-based flow cytometry, Alexa488-MEK5 binding to MEKK3; actives lie on both sides; 0 = blocked by unlabeled MEK5, 100 = vehicle; binding response (% of control), % at 10 µM; 290,000 compounds, 1.4% hits; AID 1529;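 active means binding response more than 3 SD above or below the average of its plate-row segment, actives on both sides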;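 further: Alexa488 bead fluorescence after subtracting the streptavidin-only scavenger bead signal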
Target sequence (Q99759 whole entry, looked up): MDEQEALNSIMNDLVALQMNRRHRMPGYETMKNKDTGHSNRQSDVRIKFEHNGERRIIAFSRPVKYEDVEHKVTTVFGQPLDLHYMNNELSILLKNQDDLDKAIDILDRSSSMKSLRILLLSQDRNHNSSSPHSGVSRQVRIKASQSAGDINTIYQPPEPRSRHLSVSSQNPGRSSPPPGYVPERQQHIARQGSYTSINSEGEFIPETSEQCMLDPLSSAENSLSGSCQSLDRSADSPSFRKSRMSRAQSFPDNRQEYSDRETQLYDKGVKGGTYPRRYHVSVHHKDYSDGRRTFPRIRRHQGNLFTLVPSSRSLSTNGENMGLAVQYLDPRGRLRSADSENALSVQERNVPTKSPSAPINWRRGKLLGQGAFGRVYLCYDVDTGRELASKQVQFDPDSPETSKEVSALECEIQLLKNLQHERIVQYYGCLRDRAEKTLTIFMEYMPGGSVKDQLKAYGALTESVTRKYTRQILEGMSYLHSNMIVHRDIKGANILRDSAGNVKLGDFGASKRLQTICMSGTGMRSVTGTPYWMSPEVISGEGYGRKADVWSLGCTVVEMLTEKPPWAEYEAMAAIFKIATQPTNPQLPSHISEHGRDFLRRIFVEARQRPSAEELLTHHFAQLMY
Numbers without * were called inactive; / = no result given.

nr | SMILES | NALP1 yeast inh | SUMO HTRF inh | MEKK2mut PB1 HTS | IDE act | MEKK2wt PB1 HTS | M18AAP inhibitor | p-CIP stab down | IDE cell inh | MEKK3 PB1 HTS
1 | COCCN(CCOC)c1nc(-c2ccc(C)cc2)nc2ccccc12 | 18 | 0 | 0 | 2 | 105 | 2 | -11 | -1 | 107
2 | COc1ccccc1N1CCN(C(=O)C2CCN(S(=O)(=O)c3ccc(Cl)cc3)CC2)CC1 | 14 | -8 | 2 | -2 | 102 | -13 | -5 | 2 | 102
3 | CCOC(=O)C1=C(C)NC(C)=C(C(=O)OCC)C1c1nc2ccccc2[nH]1 | / | / | 11 | / | 103 | -13 | / | 1 | 104
4 | CC(/C=N/NC(=O)Cc1cccn1C)=C\c1ccco1 | 23 | 17 | -3 | 0 | 96 | 4 | -10 | 0 | 95
5 | C#CCOCCOCCOCCNc1nc(N2CCN(C(=O)[C@H](CCCCN)n3cc(C(N)CO)nn3)CC2)nc(N2CCN(C(=O)[C@H](CCC(=O)O)n3cc(C(N)[C@H](C)CC)nn3)CC2)n1 (stereo not given in full) | -6 | -11 | 3 | / | 105 | -2 | 16 | 2 | 104
6 | C=CCOC(=O)c1ccc(N2CCN(c3ccccc3)CC2)nc1 | 14 | -5 | 3 | 0 | 106 | -5 | -6 | 0 | 107
7 | C[C@@H]1C[C@H]2[C@@H]3CCC4=CC(=O)C=C[C@]4(C)[C@@]3(F)[C@@H](O)C[C@]2(C)[C@H]1C(=O)CO | 27 | 22 | 8 | 5 | 99 | -2 | 1 | 0 | 122*
8 | c1ccc(OCc2nnc3n2CCCCC3)cc1 | / | 17 | 10 | 1 | 100 | -17 | -12 | 3 | 104
9 | CC(C)C(NC(N)=O)C(=O)NC1CCCCC1 (stereo not given) | -1 | 12 | -3 | / | 103 | -1 | 8 | 9 | 105
10 | O=C(CSc1nc(-c2ccco2)cc(C(F)(F)F)n1)NCCCn1ccnc1 | 22 | 4 | 4 | 3 | 105 | 2 | -4 | -2 | 103

Next section.
nr | SMILES | NALP1 yeast inh | SUMO HTRF inh | MEKK2mut PB1 HTS | IDE act | MEKK2wt PB1 HTS | M18AAP inhibitor | p-CIP stab down | IDE cell inh | MEKK3 PB1 HTS
11 | CC1(C(=O)Oc2ccccc2)Cc2ccccc2C(=O)O1 (stereo not given) | 24 | -4 | 0 | 0 | 94 | 5 | 0 | 1 | 96
12 | Cc1cc(/C=C2\C(=N)N3N=C(C(C)C)SC3=NC2=O)c(C)n1-c1ccccc1 | 7 | 7 | / | 0 | / | -3 | -5 | 6 | /
13 | COc1ccc(C(=O)NCC(=O)OCc2ccccc2F)cc1 | -13 | 4 | -1 | -4 | 103 | -4 | 5 | 10 | 97
14 | COC(=O)C(CC(C)C)NC(=O)c1ccc([N+](=O)[O-])cc1 (stereo not given) | 14 | -14 | 5 | 1 | 102 | -13 | 6 | -1 | 101
15 | CCn1nc(C(=O)N2CCN(Cc3ccc4c(c3)OCO4)CC2)c2ccccc2c1=O | 23 | 12 | -3 | -1 | 96 | 5 | -4 | 3 | 98
16 | O=C(NNC(=O)c1cc(-c2ccncc2)nc2ccccc12)Nc1ccc(F)cc1 | 1 | -3 | 6 | -2 | 101 | 0 | 1 | 4 | 103
17 | Cc1ccccc1NC(=S)NC1CCN(Cc2ccccc2)CC1 | 15 | -5 | -2 | 0 | 90 | 4 | 0 | 6 | 59
18 | c1cc(CNCCCN2CCOCC2)ccn1 | 8 | 9 | 4 | -1 | 107 | 4 | -7 | -2 | 111
19 | CC(C)(C)C1CCC(=NNC(=O)c2ccccc2-n2cccc2)CC1 (stereo not given) | 8 | 18 | 13 | 4 | 99 | 1 | -6 | 5 | 98
20 | COc1ccc(CNc2nc3c(c(=O)[nH]c(=O)n3C)n2Cc2ccccc2C)cc1 | 5 | 10 | 1 | 5 | 88 | -11 | -3 | 1 | 94

Entries listed so far printed as active in MEKK3 PB1 HTS:
nr | SMILES | NALP1 yeast inh | SUMO HTRF inh | MEKK2mut PB1 HTS | IDE act | MEKK2wt PB1 HTS | M18AAP inhibitor | p-CIP stab down | IDE cell inh | MEKK3 PB1 HTS
7 | C[C@@H]1C[C@H]2[C@@H]3CCC4=CC(=O)C=C[C@]4(C)[C@@]3(F)[C@@H](O)C[C@]2(C)[C@H]1C(=O)CO | 27 | 22 | 8 | 5 | 99 | -2 | 1 | 0 | 122*

Carrying on.
nr | SMILES | NALP1 yeast inh | SUMO HTRF inh | MEKK2mut PB1 HTS | IDE act | MEKK2wt PB1 HTS | M18AAP inhibitor | p-CIP stab down | IDE cell inh | MEKK3 PB1 HTS
21 | CN(Cc1ccccn1)C(=O)C1CCC(=O)N(Cc2cccc(C(F)(F)F)c2)C1 (stereo not given) | 10 | 15 | 0 | -5 | 102 | -9 | -4 | 1 | 101
22 | Clc1cccc(-c2cc3nc4c(c(N5CCN(c6cnccn6)CC5)n3n2)CCCC4)c1 | 21 | 4 | 6 | 3 | 90 | 1 | -1 | 0 | 107
23 | CC(=O)N1c2ccc(S(=O)(=O)N3CCC(C(=O)N4CC(C)CC(C)C4)CC3)cc2CC1C (stereo not given) | 3 | / | 3 | 1 | 102 | 2 | -6 | 3 | 100
24 | O=C(NCCCO)c1c(O)c2cccc3c2n(c1=O)CCC3 | 12 | 16 | 10 | 1 | 106 | -6 | -9 | 3 | 109
25 | CSc1ccccc1OCc1cc(C(=O)N(C)C(C)c2nc(C)cs2)no1 (stereo not given) | -1 | 3 | 5 | 3 | 108 | -2 | -2 | 4 | 102
26 | O=c1cc(/N=C/c2coc3cc(Br)ccc3c2=O)[nH]c(=S)[nH]1 | 16 | -3 | -1 | 5 | 99 | 4 | 4 | 3 | 102
27 | O=C(O)CCCCCCCCCCP(=O)(c1ccccc1)c1ccccc1 | -45 | 7 | 5 | 5 | 99 | 2 | -15 | 0 | 102
28 | COc1ccc(/C=C(/NC(=O)c2ccc(Br)cc2)C(=O)N2CCOCC2)cc1 | 2 | 2 | 5 | 4 | 108 | 2 | -4 | 1 | 101
29 | O=C(NN1CCCCC1)c1ccc(COc2ccc(Cl)cc2)cc1 | 0 | 1 | 4 | 2 | 104 | -3 | -4 | 6 | 106
30 | CC(=O)NCCc1nc2cc(NC(=O)c3ccccc3C)ccc2n1C | 3 | 13 | -3 | 2 | 93 | -5 | 4 | -2 | 96

(more compounds)
nr | SMILES | NALP1 yeast inh | SUMO HTRF inh | MEKK2mut PB1 HTS | IDE act | MEKK2wt PB1 HTS | M18AAP inhibitor | p-CIP stab down | IDE cell inh | MEKK3 PB1 HTS
31 | CCN(CC)CCCNC(=O)Cn1nc(-c2ccccc2)ccc1=O | 7 | -15 | 12 | -6 | 107 | 4 | 2 | 10 | 101
32 | Cc1c(-c2ccc(Br)cc2)[n+](=O)c2c(n1[O-])CCCC2 | 1 | 21 | -7 | 5 | 81 | -2 | -8 | -2 | 76
33 | Cn1c(COc2ccc3ccccc3c2)nnc1SCC(N)=O | 10 | 4 | 6 | 5 | 107 | -11 | 5 | 0 | 107
34 | CN(C)c1ncc(CN2CCC(C(=O)Nc3ccc(-n4cccn4)cc3)CC2)s1 | 4 | 10 | 4 | 1 | 104 | 3 | 2 | 3 | 100
35 | CSc1cccc(NC(C)C(=O)NCc2ccccc2)c1 (stereo not given) | 7 | 17 | -2 | -1 | 99 | 1 | 2 | 4 | 101
36 | CN(C)CCCN(C(=O)c1ccc(S(=O)(=O)N(C)C2CCCCC2)cc1)c1nc2ccc(Br)cc2s1 | 37 | -15 | 32* | 6 | 195* | -7 | 0 | -5 | 103
37 | CC1CC(C)CN(CCCNC(=O)CN2C(=O)c3cccnc3Oc3ccccc32)C1 (stereo not given) | 10 | 13 | -6 | -4 | 99 | 0 | 5 | -1 | 98
38 | O=C(NC(=S)Nc1ccc(Cl)c(C(=O)O)c1)c1cncc(Br)c1 | -6 | 8 | 3 | 2 | 102 | 16 | 9 | 1 | 103
39 | CC(C)C(=O)N1CCN(c2ccccc2NC(=O)COc2ccccc2)CC1 | -1 | 4 | -4 | 5 | 92 | -4 | 3 | -2 | 93
40 | Cc1ccnc(N2CCC(C(=O)Nc3nnc(C)s3)CC2)n1 | -23 | 15 | 1 | 1 | 95 | -12 | 0 | -1 | 92

Record cards (already shown). Order of screens: NALP1 yeast inh	SUMO HTRF inh	MEKK2mut PB1 HTS	IDE act	MEKK2wt PB1 HTS	M18AAP inhibitor	p-CIP stab down	IDE cell inh	MEKK3 PB1 HTS
O=C(CSc1nc(-c2ccco2)cc(C(F)(F)F)n1)NCCCn1ccnc1 across the screens: 22	4	4	3	105	2	-4	-2	103
O=C(NNC(=O)c1cc(-c2ccncc2)nc2ccccc12)Nc1ccc(F)cc1 across the screens: 1	-3	6	-2	101	0	1	4	103

In the list so far, these have an aryl methoxy group:
nr | SMILES | NALP1 yeast inh | SUMO HTRF inh | MEKK2mut PB1 HTS | IDE act | MEKK2wt PB1 HTS | M18AAP inhibitor | p-CIP stab down | IDE cell inh | MEKK3 PB1 HTS
2 | COc1ccccc1N1CCN(C(=O)C2CCN(S(=O)(=O)c3ccc(Cl)cc3)CC2)CC1 | 14 | -8 | 2 | -2 | 102 | -13 | -5 | 2 | 102
13 | COc1ccc(C(=O)NCC(=O)OCc2ccccc2F)cc1 | -13 | 4 | -1 | -4 | 103 | -4 | 5 | 10 | 97
20 | COc1ccc(CNc2nc3c(c(=O)[nH]c(=O)n3C)n2Cc2ccccc2C)cc1 | 5 | 10 | 1 | 5 | 88 | -11 | -3 | 1 | 94
28 | COc1ccc(/C=C(/NC(=O)c2ccc(Br)cc2)C(=O)N2CCOCC2)cc1 | 2 | 2 | 5 | 4 | 108 | 2 | -4 | 1 | 101

(further entries)
nr | SMILES | NALP1 yeast inh | SUMO HTRF inh | MEKK2mut PB1 HTS | IDE act | MEKK2wt PB1 HTS | M18AAP inhibitor | p-CIP stab down | IDE cell inh | MEKK3 PB1 HTS
41 | CS/C(=C/[N+](=O)[O-])Nc1cccc2c1C(C)CC2(C)C (stereo not given) | 22 | -15 | -8 | 4 | 83 | -14 | 12 | -12 | 86
42 | ClCc1nnc(-c2cc3c(s2)CCCC3)o1 | 8 | -6 | 3 | 10 | 102 | 3 | -4 | / | 101
43 | COc1ccc(CNC(=O)C2=CC(c3ccc(C)cc3)=NS(=O)(=O)N2C)cc1 | -5 | 2 | -2 | -1 | 99 | -4 | 2 | -3 | 103
44 | O=[N+]([O-])c1c(Nc2ccc(O)cc2)cc(N2CCOCC2)c2nonc12 | 20 | 1 | 0 | 0 | 96 | -2 | 4 | 1 | 107
45 | CCOC(=O)N1CCC(N(CCN(C)C)C(=S)Nc2cc(Cl)cc(Cl)c2)CC1 | 12 | -4 | 2 | 0 | 110 | 10 | 11 | -2 | 101
46 | Cc1ccsc1/C=N\NC(=O)Cn1nnc2ccccc21 | 16 | -1 | 0 | 2 | 92 | 4 | -4 | 2 | 102
47 | CCCCNC(=O)c1onc(CSc2ccc(F)c(F)c2)c1C(=O)O | 6 | 42 | 4 | 4 | 105 | 0 | -10 | 4 | 105
48 | Nn1c(SCC(=O)Nc2nccs2)nnc1C1CC1 | -2 | 11 | 13 | 3 | 116 | 10 | -9 | 3 | 106
49 | NS(=O)(=O)c1ccc(CCNC(=O)CN2CCN(Cc3cccc4ccccc34)CC2)cc1 | -8 | 8 | -1 | -6 | 94 | 5 | 3 | 15 | 96
50 | CC(NS(=O)(=O)c1cccc(Cl)c1)C(=O)Nc1ccc(-c2nc3ccccc3s2)cc1 (stereo not given) | 13 | 9 | -5 | -1 | 101 | -8 | -17 | 6 | 101
51 | COc1ccccc1CNc1nc2ccccc2n1CCN1CCCCC1 | 14 | -23 | 5 | 4 | 114 | -12 | 2 | -1 | 102

Compound activity from PubChem.

Some of the compounds tested, so the mix of outcomes need not match the whole.
